Screening results (PubChem)
ZTA DNA inh: ZTA (EBV) inhibition in EBNA-1 counter-screen; inhibition, % at 11 µM; AID 2234; ZTA-DNA binding, fluorescence polarization; P03206; hit rate 0.15% among 320,000; in the data active means inhibition above about 33%
Target sequence (P03206 whole entry, looked up): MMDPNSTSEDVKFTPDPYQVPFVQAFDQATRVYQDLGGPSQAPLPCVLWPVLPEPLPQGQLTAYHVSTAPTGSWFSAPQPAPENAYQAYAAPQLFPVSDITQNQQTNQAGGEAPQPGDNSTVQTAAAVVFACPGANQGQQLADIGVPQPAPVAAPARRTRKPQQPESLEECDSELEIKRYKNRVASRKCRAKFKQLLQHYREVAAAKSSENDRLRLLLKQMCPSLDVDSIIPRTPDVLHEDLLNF
Efflux pump mplx: inhibitors of Candida efflux pumps in yeast, primary screen, S. cerevisiae, Nile Red, multiplex | AID 485275, 2010 | hit rate 0.44% among 330,000 | inhibition, % at 10 µM | S. cerevisiae Candida pump triplex;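 active means plate passing quality check with inhibition over a set limit, or well fluorescence over plate mean plus 4 SD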;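 further: Nile Red retained in pooled yeast measured as flow cytometry median fluorescence; 0% = buffer negative control and 100% = Enniatin B positive control; higher means more Nile Red kept so more efflux inhibition; some compounds called inactive have numbers as strong as hits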
EBNA-1 inh: EBNA-1 DNA-binding inhibitors, primary screen, biochemical, fluorescence polarization. inhibition, % at 14.8 µM. hit rate 0.34% among 300,000; in the data active means inhibition above about 28%
Fam108B counter: mouse Fam108B serine hydrolase inhibitors, primary screen, counter-screen for RBBP9 inhibitor project, biochemical, fluorescence polarization; recombinant Fam108B, FP-Rh probe fluorescence polarization; inhibition, % at 9.51 µM; hit rate 0.33% among 300,000; AID 1947, 2009;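 active means inhibition above the screen mean inhibition plus 3 SD, computed separately per campaign, cut at about 18% in these data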;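 further: inhibitors lower polarization as less probe binds the enzyme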
CR mimetic SO: reduction of superoxide in aged yeast, primary screen, HTS. superoxide response (% of plate mean), % at 10 µM. hit rate 0.18% among 330,000. S. cerevisiae aged cells, superoxide DHE fluorescence; active compounds read low;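 active means superoxide response under a set limit, about three screen SD below normal, cut at about 65% in these data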;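 further: yeast aged for seven days with compound at 30 °C before DHE staining; 100% = average MFI of all compound-treated wells on the plate with controls excluded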
MCL1 BIM primary: inhibitors of MCL1 binding to BIM-BH3, primary screen, biochemical, fluorescence polarization | Induced myeloid leukemia cell differentiation protein Mcl-1 (Homo sapiens), Q07820 | GST-MCL1 / FITC-Bim-BH3 fluorescence polarization | inhibition, % at 10.9 µM | hit rate 0.68% among 320,000;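 active means inhibition above the mean inhibition of all tested compounds plus 3 SD, set per campaign, cut at about 40% in these data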;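 further: 0% = DMSO wells and 100% = unlabeled Bim-BH3 peptide control; higher means more loss of mP so more displacement of Bim peptide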
GLD-1 TGE inh: GLD-1/TGE RNA complex disruptors, primary screen, biochemical, fluorescence polarization; hit rate 0.44% among 320,000; purified GLD-1 + fluorescein TGE RNA; Female germline-specific tumor suppressor gld-1 (Caenorhabditis elegans), Q17339; inhibition, % at 5.96 µM;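 active means percent inhibition above a per-plate cutoff, the plate mean of test compounds plus 3 SD, cut at about 30% in these data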;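 further: 0% = DMSO wells with GLD-1 and probe and 100% = wells lacking GLD-1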
MEX-5 binding: MEX-5 zinc finger RNA-binding disruptors – biochemical, C. elegans, fluorescence polarization, MLPCN library, primary screen; MEX-5/FITC-TCR2 RNA binding; active compounds read low; hit rate 0.38% among 300,000; activity score (negative = inhibition of binding), % at 10 µM;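 active means inhibition past about -25% in most replicates, and total fluorescence under double the plate's negative control median, limit read from the data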;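 further: 0% = DMSO and -100% = 5 µM competing unlabeled TCR2 RNA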
Target sequence (Q9XUB2 whole entry, looked up): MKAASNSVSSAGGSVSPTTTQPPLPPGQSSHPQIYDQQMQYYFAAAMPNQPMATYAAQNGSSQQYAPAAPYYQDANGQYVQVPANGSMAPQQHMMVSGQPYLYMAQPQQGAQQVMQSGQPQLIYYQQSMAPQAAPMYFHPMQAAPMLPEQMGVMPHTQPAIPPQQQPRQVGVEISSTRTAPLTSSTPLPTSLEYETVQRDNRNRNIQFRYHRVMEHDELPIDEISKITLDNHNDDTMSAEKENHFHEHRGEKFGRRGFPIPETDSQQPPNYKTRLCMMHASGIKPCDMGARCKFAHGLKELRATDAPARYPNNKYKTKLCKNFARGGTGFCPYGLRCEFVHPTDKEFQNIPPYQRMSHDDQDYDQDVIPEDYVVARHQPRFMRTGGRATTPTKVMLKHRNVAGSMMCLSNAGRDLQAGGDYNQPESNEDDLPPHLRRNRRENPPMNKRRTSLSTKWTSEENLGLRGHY
Bcl-xL primary: inhibitors of human Bcl-xL, primary screen, biochemical, fluorescence polarization, HTS; inhibition, % at 10.9 µM; GST-Bcl-xL / FITC-Bim BH3 peptide fluorescence polarization; hit rate 0.7% among 320,000; Bcl-2-like protein 1 (Homo sapiens), Q07817; AID 2129, 2009;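 active means inhibition above the mean of all tested compounds plus 3 SD, cutoff set per campaign, cut at about 30% in these data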;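 further: 0% = DMSO wells and 100% = unlabeled Bim-BH3 peptide competitor; inhibitors lower millipolarization by displacing the labeled peptide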
Target sequence (Q07817 whole entry, looked up): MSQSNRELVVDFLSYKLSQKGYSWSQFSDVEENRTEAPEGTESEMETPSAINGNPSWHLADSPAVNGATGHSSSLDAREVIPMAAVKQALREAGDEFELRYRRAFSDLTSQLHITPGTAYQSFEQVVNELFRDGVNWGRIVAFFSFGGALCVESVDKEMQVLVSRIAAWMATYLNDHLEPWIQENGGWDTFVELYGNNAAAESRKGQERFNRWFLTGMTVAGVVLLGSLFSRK
The depositor's hits bear a star; . = not tested or not shown; & = joins results of further samples.

SMILES	ZTA DNA inh	Efflux pump mplx	EBNA-1 inh	Fam108B counter	CR mimetic SO	MCL1 BIM primary	GLD-1 TGE inh	MEX-5 binding	Bcl-xL primary
CC(Oc1ccc(Cl)cc1)C(=O)N1CCCc2ccccc21 (stereo not given)	-3	-0.2	-2	-1	95	-10	8	3.7	5
Cc1nc(C)c(CCNC(=O)c2cccc(Cl)c2)s1	7	-0.1	11	6	104	10	8	-1.2	12
O=c1c2ccccc2nc2n1CCC2O (stereo not given)	-15	-0.1	-7	-2	82	2	2	2.6	3
Cn1c(SCC(=O)Nc2nnc(-c3ccccc3)o2)nnc1C1CC1	11	0.0	-10	3	100	1	0	-2.5	-1
CCC1Oc2ccc(C)cc2N(CC(=O)NCc2cccc(OC)c2)C1=O (stereo not given)	-19	-0.1	0	0	100	-3	2	1.8	0
CC1Cn2c(nnc2-c2cccc(N)c2)S1 (stereo not given)	-4	0.0	-2	1	101	-4	3	-2.6	-3
COC(C)c1oc2c(C)c3oc(=O)cc(C)c3cc2c1C (stereo not given)	-23	0.0	-7	0	92	0	0	3.5	3
O=C(CSc1nnc(-c2ccc(Cl)cc2)n1CC1CCCO1)NC1CCS(=O)(=O)C1 (stereo not given)	8	0.1	7	4	96	2	-1	2.2	5
O=C1NC[C@H](c2ccccc2)N(CC2CCCCC2)C1=O	10	0.0	0	2	96	3	1	2.8	2
N#CCCN=C(NS(=O)(=O)c1ccccc1)c1ccccc1	-1	-0.3	-10	-1	99	5	10	2.0	2
COc1ccc2nc(NC(=O)C3CCN(S(=O)(=O)c4cccnc4)CC3)sc2c1	-13	0.2	-11	2	101	7	-3	-1.2	3
O=C(Nc1cccc2nsnc12)c1cccs1	-7&-3	-0.3&-0.1	-7&-2	-2&5	93&98	7&1	5&5	0.3&0.3	4&0
COC(=O)c1ccc(NC(=O)COc2ccc(S(=O)(=O)NC(C)(C)C)cc2)cc1	30	0.4	16	-1	99	2	3	1.1	-1
COc1cccc(CN(C)C(=O)c2[nH]c(C)c(C(C)=O)c2C)c1OC	-13	0.0	-11	-3	94	4	-2	0.1	2
O[C@H]1COC2C1OC[C@@H]2O (stereo not given in full)	-5	-0.1	7	2	101	9	1	0.5	5
Cc1cc(C)n(C(=O)CNC(=O)c2ccco2)n1	2	0.0	7	0	82	9	4	-1.7	8
CC(=O)c1ccc(-c2ccc([C@H]3[C@H]4C=CC[C@@H](C)[C@@H]4C(=O)N3Cc3ccccc3)c(F)c2)cc1	3	0.0	1	0	103	-1	1	-0.4	-1
O=c1oc2cc(OCc3ccc(C(F)(F)F)cc3)ccc2cc1-c1ccccn1	8	-0.1	1	0	90	-1	4	1.6	6
COc1cccc(-n2c(Cc3cc(=O)[nH]c(=O)[nH]3)nnc2SCc2cccc(C(F)(F)F)c2)c1	0	-0.1	2	-1	84	7	6	2.1	4
O=C(CNC(=O)c1cccc(F)c1)N/N=C/c1ccc(O)c([N+](=O)[O-])c1	2	-0.2	4	0	106	19	1	-1.0	6
CCC(C)NC(=O)C1CCCN(S(=O)(=O)c2ccc3c(c2)CC(C)N3C(C)=O)C1 (stereo not given)	-7	-0.1	-3	4	102	2	14	-0.2	4
COc1ccccc1-n1nnnc1SCC(=O)NCC1CCCO1 (stereo not given)	4	-0.1	-5	0	95	-3	2	2.3	1
COc1ccc(C(=O)NCC(=O)OCC(=O)NCCC2=CCCCC2)cc1	14	0.7	-14	-6	100	9	-10	-1.3	-1
NC(=O)C1CCCN(C(=O)CCc2nnc(C3(c4ccc(Cl)cc4)CCC3)o2)C1 (stereo not given)	7	0.1	4	-2	103	-2	-6	0.2	-1
CCc1cc(C(=O)Nc2cc(Cl)ccc2N2CCN(C)CC2)sc1C	-16	0.0	-8	-1	84	-8	3	-0.6	-3
CC(NC(=O)c1ccccc1Cl)C1CC2CCC1C2 (stereo not given)	10	-0.1	0	-3	116	4	0	-0.7	1
CCN(CC)C(=O)C(C(=O)c1cccc([N+](=O)[O-])c1)n1cc(Cl)ccc1=O (stereo not given)	4	-0.2	15	-1	119	-6	4	-1.3	2
CC(C)(C)C(=O)N(Cc1ccccc1)c1ccccn1	11	-0.1	10	1	82	-6	-10	0.1	-1
Cc1cc(C(=O)CSc2n[nH]c(-c3ccccc3F)n2)c(C)n1Cc1cccs1	-6	0.0	-11	-1	101	-1	9	-0.4	2
Cc1ccc(CN2CCN(Cc3cnc(C)s3)CC2CCO)o1 (stereo not given)	-20	0.0	-11	3	105	6	3	1.4	0
O=C(COc1ccc(/C=N/NC(=O)c2cccnc2)cc1)Nc1ccccc1	9	0.0	0	-3	101	4	3	-0.8	2
CCOC(=O)N1CCC(=NNc2ccc(S(=O)(=O)N3CCOCC3)cc2[N+](=O)[O-])CC1	-6	-0.1	6	0	96	10	2	-3.0	5
C[C@@H](C(=O)NCc1ccc(S(C)(=O)=O)cc1)[C@@H]1C[C@@]1(C)[C@@H](NC(=O)OCc1ccccc1)c1ccccc1	-15	-0.1	-4	-4	96	12	3	.	7
O=C(COc1ccc(F)cc1)N1CCCCCCC1	-7	0.0	-5	0	103	10	0	-0.5	3
O=C(N/N=C/c1cccnc1)c1cc(C2CC2)nc2ccccc12	-11	-0.1	-2	1	91	11	8	-0.6	3
C=CCn1c(SCC(=O)Nc2c(C)cccc2C)nnc1-c1cnccn1	7	0.0	12	0	87	1	-2	0.2	-2
O=C(Nc1ccc(N2CCOCC2)cc1)c1c(F)cccc1Cl	-14	0.0	7	-5	97	7	-2	-2.1	6
CCCNC(=O)COC(=O)c1ccc(S(=O)(=O)N2CCCCCC2)cc1	5	0.0	-13	0	120	7	3	-1.1	1
OCCCn1c(C2CCCN2c2nc(-c3ccc(F)cc3)cs2)nc2cc(Cl)c(N3CCCCC3)cc21 (stereo not given)	-10	-0.1	10	1	95	6	-1	0.9	-1
O=C(Oc1cc(=O)oc2c1c(=O)n1c3c(cccc23)CC1)c1ccc(F)cc1	-6	0.1	-4	3	69	-1	-2	-0.8	2
Cc1cccc(N2CCN(S(=O)(=O)c3c(C)[nH]c(=O)[nH]c3=O)CC2)c1C	5	0.0	-5	0	112	3	3	-0.5	0
Cn1ccnc1C(=O)c1ccc(NN)c([N+](=O)[O-])c1	-16	-0.2	-12	-3	94	7	-6	-1.5	7
Cc1nn(CC(=O)N2CCN(c3ccc(Cl)cc3)CC2)c(=O)c2cccn12	4	0.5	-17	-3	112	-2	-1	1.0	-1
CCOc1ccccc1N(C)C(=O)Cn1ncc2c([nH]c3ccccc32)c1=O	3	0.0	8	-1	119	-1	4	-0.5	3
Cc1ccnc(Nc2nc(-c3c(C)nc4sccn34)cs2)c1	4	0.1	1	9	92	9	-1	-0.3	17
O=C(COC(=O)/C=C/c1ccccc1)NC(=O)NCc1ccccc1	-3	0.2	.	.	90	-5	6	.	2
CC(CC(=O)N1CCN(c2cccc(Cl)c2)CC1)S(=O)(=O)c1ccc2c(c1)NC(=O)CO2 (stereo not given)	0	-0.5	-2	1	115	7	2	1.0	4
Cc1cc2c(cc3c(=O)n(CC(=O)NCCCN4CC(C)CC(C)C4)ncn32)s1 (stereo not given)	-17	0.2	-15	3	92	6	-1	2.3	5
COc1ccc(OCC(O)CN2C(=O)NC(C)(C)C2=O)cc1 (stereo not given)	-1	0.3	-10	-4	99	-9	2	-1.0	-1
Cc1cc(C(=O)CN2C(=O)NC3(CCCCC3)C2=O)c(C)n1Cc1ccc2c(c1)OCO2	-8	-0.1	1	2	120	-9	1	1.0	-1
COC(=O)C(Cc1c[nH]c2ccccc12)NC(C)=O (stereo not given)	10	-0.1	-1	1	106	10	9	0.4	6
COc1cc(C(=O)NC(c2ccccc2)c2ccccc2)cc(OC)c1OC	9	0.0	-2	-3	93	9	2	-0.6	5
CC[n+]1c(/C=C2/C=C(C)CC(C)C2)sc2ccccc21 (stereo not given)	-14	0.3	4	0	98	-24	5	2.2	1
CC(=O)c1cccc(NC(=O)CC2S/C(=N/N=C/c3cccs3)NC2=O)c1 (stereo not given)	0	0.1	-3	0	126	4	-4	-3.6	3
O=C(CC1C(=O)NCCN1C(=O)c1ccccc1)Nc1cc(Cl)ccc1Cl (stereo not given)	12	0.1	-1	-1	95	2	14	1.2	1
Cn1c(=O)c2c(nc(N/N=C/c3cccnc3)n2Cc2ccccc2)n(C)c1=O	-10	0.2	-2	2	105	4	-4	-0.6	1
CCCOc1cccc(C(=O)Nc2cccc(NC(=O)c3ccco3)c2)c1	-2	0.2	-13	-9	97	1	9	-7.5	2
Cc1cc(S(=O)(=O)Nc2noc3ccccc23)ccc1F	-9	-0.3	-16	-3	97	2	3	2.6	4
Cc1cc(C(=O)OC(C)C(=O)N2CCc3ccccc32)ccc1[N+](=O)[O-] (stereo not given)	-2	-0.1	2	-2	96	5	0	1.6	5
c1ccc(-c2cc3c(N4CCCCC4)ncnc3s2)cc1	-16	-0.1	-13	-2	97	7	8	4.2	8

Next section:
SMILES	ZTA DNA inh	Efflux pump mplx	EBNA-1 inh	Fam108B counter	CR mimetic SO	MCL1 BIM primary	GLD-1 TGE inh	MEX-5 binding	Bcl-xL primary
COC(=O)CN(c1nc(C)c(Br)c(OC)n1)S(=O)(=O)c1ccccc1	1	-0.1	-4	-2	105	-9	3	-0.4	-10
Cc1cccc(C)c1NC(=O)c1c[nH]c2ccccc12	-7	-0.2	3	-2	98	10	-4	0.3	8
COc1ccccc1/C=N/NS(=O)(=O)c1ccccc1	-9	-0.1	-13	2	91	4	-2	1.0	2
CCOC(=O)N1CCN(C2CCCN(C(=O)c3cccc(Cl)c3)C2)CC1 (stereo not given)	-3	2.5	-3	0	89	0	2	-2.6	1
Cc1ccc(OCC(=O)Nc2ccc(N3CCCC3)cc2)cc1C	1	-0.1	5	4	104	9	-1	0.8	5
CCCCN1C(=O)C(=O)N(CC(=O)Nc2cccc(C(C)=O)c2)C1=O	4	-0.2	.	.	103	7	8	.	3
Cn1c(N)c(C(=O)CSc2nc3ccccc3c(=O)n2Cc2ccccc2)c(=O)n(C)c1=O	0	0.1	4	-6	116	-2	1	-2.5	2
O=C(CSc1nc2ccccc2s1)Nc1nccs1	1	0.0	65*	4	103	7	0	0.3	5
O=C(c1ccncc1)N1N=C(C2CC2)CC1(O)C(F)(F)F (stereo not given)	-2	0.0	0	5	86	-23	3	-0.1	-4
COc1ccccc1-c1c(C(F)(F)F)oc2cc(OC(=O)c3ccccc3[N+](=O)[O-])ccc2c1=O	-13	-0.1	-1	-1	108	1	3	0.2	0
COc1ccc(N(CC(O)CN2CCOCC2)S(=O)(=O)c2ccc(C)cc2)cc1 (stereo not given)	8	0.2	-9	-2	95	8	6	1.8	5

Limited to EBNA-1 inh and Fam108B counter, for some of the entries so far:
Structure,EBNA-1 inh,Fam108B counter
COc1ccc(N(CC(O)CN2CCOCC2)S(=O)(=O)c2ccc(C)cc2)cc1 (stereo not given),-9,-2
Cn1c(N)c(C(=O)CSc2nc3ccccc3c(=O)n2Cc2ccccc2)c(=O)n(C)c1=O,4,-6

This is a random part of the collection, and some 2.3% of all compounds hit somewhere here.
